# LRH-1 inv ag = LRH-1 (NR5A2) inverse agonists, primary screen, cell-based, luminescence, HEK293T, StAR-luciferase reporter; LRH-1 transfected, 24 h; inhibition, % at 3.6 µM; 0.13% of 360,000 active;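 active = inhibition above the mean inhibition of all tested compounds plus 3 SD, cut at about 73% in these data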;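 also: 0% = DMSO wells and 100% = reporter-only cells lacking LRH-1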
# TROY signal inh = inhibitors of TROY-driven NF-kB signaling, primary screen, Q293 LMP1-TROYcd cells, NF-kB luciferase, uHTS; Q293 LMP1-TROYcd NF-kB luciferase reporter, 4 h; inhibition, % at 10 µM; 0.98% of 360,000 active; AID 1347056, 2019;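 active = compounds whose plate-normalised and pattern-corrected inhibition of the luciferase reporter signal at the single screening dose is 50% or more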
# TLR9-MyD88 block = inhibitors of TLR9-MyD88 association in cells, primary screen, cell-based, CHO, BLA complementation, fluorescence. Toll-like receptor 9 (Homo sapiens) + Myeloid differentiation primary response protein …. inhibition, % at 4.98 µM. 0.21% of 340,000 active. CCF4 FRET ratio;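 active = inhibition above the mean over all tested compounds plus 3 SD, cut at about 21% in these data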;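 also: 0% = DMSO only wells and 100% = clavulanate BLA inhibitor control wells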
# TWEAK Fn14 block = inhibitors of TWEAK-Fn14 signaling, primary screen, luciferase reporter cells, uHTS | AID 1159606, 2016 | 2% of 360,000 active | TWEAK-stimulated Fn14 reporter cells, luciferase luminescence, 8 h | inhibition, % at 10 µM; in the data active = inhibition above about 50%
# NCOA1 inh = SRC1 coactivator transcriptional activity inhibitors, primary screen, cell-based, luminescence; 0.12% of 360,000 active; HEK293 GAL4-SRC1 luciferase reporter; inhibition, % at 3.6 µM; AID 588354, 2011; Nuclear receptor coactivator 1 (Homo sapiens), Q15788;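 active = inhibition above the campaign mean plus 3 SD, with each screening campaign given its own cutoff, cut at about 60% in these data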;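 also: 0% = DMSO treated cells and 100% = gossypol at 36 µM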
# Target sequence (Q15788 whole entry, looked up, the tested form may be a part): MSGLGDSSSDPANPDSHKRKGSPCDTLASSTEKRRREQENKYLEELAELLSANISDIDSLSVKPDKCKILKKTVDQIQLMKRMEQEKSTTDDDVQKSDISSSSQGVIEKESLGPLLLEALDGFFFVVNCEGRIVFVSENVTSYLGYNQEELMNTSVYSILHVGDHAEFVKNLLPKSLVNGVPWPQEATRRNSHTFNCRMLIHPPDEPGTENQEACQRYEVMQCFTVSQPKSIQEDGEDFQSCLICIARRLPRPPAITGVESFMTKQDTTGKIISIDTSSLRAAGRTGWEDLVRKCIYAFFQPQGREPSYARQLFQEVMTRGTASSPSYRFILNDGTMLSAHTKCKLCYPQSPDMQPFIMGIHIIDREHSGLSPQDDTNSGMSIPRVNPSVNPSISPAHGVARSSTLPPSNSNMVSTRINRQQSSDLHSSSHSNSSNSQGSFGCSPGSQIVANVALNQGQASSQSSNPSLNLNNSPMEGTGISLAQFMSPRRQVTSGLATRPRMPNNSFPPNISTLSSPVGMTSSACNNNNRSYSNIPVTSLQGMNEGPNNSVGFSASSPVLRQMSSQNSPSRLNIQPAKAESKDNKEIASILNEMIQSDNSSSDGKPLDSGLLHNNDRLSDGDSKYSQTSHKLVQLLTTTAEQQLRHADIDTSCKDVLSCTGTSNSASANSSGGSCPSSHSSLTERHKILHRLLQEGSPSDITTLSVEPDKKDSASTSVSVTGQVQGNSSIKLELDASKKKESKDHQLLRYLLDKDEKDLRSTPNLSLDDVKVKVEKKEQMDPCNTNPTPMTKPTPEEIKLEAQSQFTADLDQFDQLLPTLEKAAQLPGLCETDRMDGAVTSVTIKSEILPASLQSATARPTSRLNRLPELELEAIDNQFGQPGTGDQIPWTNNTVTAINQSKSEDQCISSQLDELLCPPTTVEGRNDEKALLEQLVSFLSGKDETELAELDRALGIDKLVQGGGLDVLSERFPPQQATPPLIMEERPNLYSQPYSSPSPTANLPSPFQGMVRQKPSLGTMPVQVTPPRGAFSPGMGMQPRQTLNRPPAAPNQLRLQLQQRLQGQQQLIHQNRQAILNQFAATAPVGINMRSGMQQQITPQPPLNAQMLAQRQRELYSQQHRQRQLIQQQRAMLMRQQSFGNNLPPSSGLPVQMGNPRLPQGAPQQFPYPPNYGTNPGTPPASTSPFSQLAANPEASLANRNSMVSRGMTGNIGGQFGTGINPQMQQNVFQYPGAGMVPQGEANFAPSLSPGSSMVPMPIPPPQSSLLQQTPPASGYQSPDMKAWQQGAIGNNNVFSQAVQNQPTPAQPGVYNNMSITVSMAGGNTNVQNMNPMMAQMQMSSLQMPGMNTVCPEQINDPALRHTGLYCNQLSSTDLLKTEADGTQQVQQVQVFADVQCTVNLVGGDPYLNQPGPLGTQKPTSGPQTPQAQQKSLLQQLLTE
# SRC3 inh = SRC3 coactivator transcriptional activity inhibitors, primary screen, cell-based, luminescence. HEK293 GAL4-SRC3 luciferase reporter. 0.17% of 360,000 active. inhibition, % at 3.6 µM;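 active = inhibition above a per-campaign cutoff, the mean of all compounds plus 3 SD, cut at about 60% in these data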;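 also: 0% = DMSO-treated cells and 100% = gossypol-treated cells at 36 µM; higher means less SRC3-driven luciferase light from the GAL4 reporter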
# NR2F2 inh = NR2F2 transcriptional activity inhibitors, primary screen, cell-based, luciferase reporter, HEK293T, luminescence; COUP transcription factor 2 (Homo sapiens), P24468; HEK293T NGFI-A luciferase reporter; inhibition, % at 8.6 µM; 0.7% of 370,000 active;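 active = inhibition above a per-plate cutoff, mean inhibition of test wells between control levels plus 3 SD, cut at about 38% in these data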;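 also: cells cotransfected with COUP-TFII expression vector driving the NGFI-A reporter; 0% = median of COUP-TF2 test wells and 100% = reporter-only cells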
# EBV LMP1 NFkB = EBV LMP1-driven NF-kappaB luciferase reporter inhibitors, primary screen, cell-based, luminescence, single point | LMP1-induced NF-kappaB luciferase reporter cells | inhibition, % at 12.5 µM | 0.69% of 350,000 active; in the data active = inhibition above about 41%;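 also: 0% = neutral control wells and 100% = reference inhibitor control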
# C8 TRAIL sens = viability loss with TRAIL in NB7+C8 cells, primary screen, TRAIL sensitizer project, cell-based, ATPlite luminescence. inhibition (viability loss, TRAIL sensitization), % at 10 µM. 1% of 360,000 active;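 active = compounds causing at least 50% loss of cell viability in the single-dose screen, relative to plate controls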
# SRC2 inh = inhibition of GAL4-SRC2 driven luciferase reporter, primary screen, SRC2 inhibitor project, cell-based, luminescence | AID 651957, 2012 | Nuclear receptor coactivator 2 (Homo sapiens), Q15596 | HEK293 GAL4-SRC2 luciferase reporter | 0.17% of 370,000 active | inhibition, % at 9 µM;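 active = inhibition above the mean inhibition of all tested compounds plus 3 SD, set per campaign, cut at about 52% in these data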;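 also: 0% = DMSO treated cells and 100% = cells given Gossypol at 36 µM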
# NOD2 RIPK2 PPI = NOD2-RIPK2 binding disruptors in cells, primary screen, fluorescence, CHO cells, BLA complementation | Receptor-interacting serine/threonine-protein kinase 2 (Homo sapiens), O43353 | CCF4 ratio | inhibition, % at 4.98 µM | 0.38% of 360,000 active | AID 624267, 2012; in the data active = inhibition above about 21%;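 also: 0% = vehicle only and 100% = reference blocker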
# Numbers without * were called inactive; nt = no result given.
SMILES,LRH-1 inv ag,TROY signal inh,TLR9-MyD88 block,TWEAK Fn14 block,NCOA1 inh,SRC3 inh,NR2F2 inh,EBV LMP1 NFkB,C8 TRAIL sens,SRC2 inh,NOD2 RIPK2 PPI
C[C@@H]1CN([C@@H](C)CO)C(=O)CCCn2nncc2CO[C@@H]1CN(C)C(=O)Oc1cccc2ccccc12,-27,-14,-6,17,0,9,11,-1,-4,-4,3
CCN(N=Nc1nonc1OC)c1nonc1OC,3,2,-5,-11,2,-16,16,-25,-8,-6,0
COc1ccc(Cl)cc1C(=O)C1CCCN(CCO)C1 (stereo not given),-7,12,-10,4,-2,-24,-1,1,-1,-45,-3
COc1ccc(-c2nc(CSCC(=O)N3CCC4(CC3)OCCO4)c(C)o2)cc1OC,6,13,-5,8,-16,-4,-9,-4,1,-11,-5
C(#CCN1CCOCC1)COCc1ccccc1,-1,-10,-2,2,-6,-7,1,2,-12,-12,-2
c1cnc2c(c1)ccc1ncccc12,-7,9,7,5,-78,14,10,-17,6,-2,-4
Cn1c(=O)cc(SCC(=O)N2CCC3(CC2)OCCO3)c2ccccc21,-23,-6,4,-4,-4,10,-26,1,-6,-25,8
COC(=O)C1=C(c2ccc(F)cc2F)C[C@@H]2CC[C@H]1N2C(=O)NCCNC(C)=O,3,-3,-7,-7,2,-4,nt,-2,0,nt,-2
COc1ccc(CN2C(=O)NC(=O)/C(=C\c3ccc(OC)c(OC)c3OC)C2=O)cc1,11,-12,-6,-14,-21,7,-7,-4,-7,5,3
COc1ccc(C(=O)C2CCCN(Cc3ccc(C)s3)C2)cc1OC (stereo not given),-10,-5,-5,1,13,9,-4,-2,5,-21,-9
Oc1ccc(Cl)c(Cl)c1Cl,8,-8,-3,-19,-5,2,1,7,8,12,-5
COc1cccc(-n2c(-c3ccoc3)nc3ccccc3c2=O)c1,5,-16,3,-11,-3,-13,5,-1,-3,3,-3
O=C(Cn1ncc2c3ccccc3n(Cc3ccc(F)cc3)c2c1=O)N1CCC2(CC1)OCCO2,16,0,11,30,7,20,nt,0,11,nt,-6
COc1cccc(NC(=O)CN2CC(c3ccccc3)CC2=O)c1 (stereo not given),22,-3,5,2,4,-10,6,-1,12,-4,2
Cc1cccc(OCC(=O)N2CCN(Cc3ccc([N+](=O)[O-])cc3)CC2)c1,13,2,2,-15,1,5,-5,5,15,-57,0
O=c1[nH]c(=O)n(CCc2ccccc2)c(O)c1C=NC1CC1,-13,-13,nt,19,3,17,-9,-4,-14,24,2
S=C1NCCN1,12,-1,6,0,7,-10,1,8,-25,12,-13
O=C1CN(C(=O)COC(=O)Cc2ccccc2)c2ccccc2N1,-20,-15,-15,2,-3,-11,7,1,-1,5,-2
CCCN1CCC[C@@H](c2cccc(O)c2)C1,22,2,-1,-5,-10,10,-9,-1,-8,-25,-6
CN1CCN(c2ccc(NC(=O)Oc3ccccc3)cc2)CC1,14,3,0,9,8,6,0,2,-5,-2,-14
O=c1[nH]c2ccccc2n1C1CCN(Cc2ccc(-c3nc4ccc(F)cc4nc3-c3ccccc3)cc2)CC1,24,22,nt,3,nt,nt,33,nt,24,8,-12
CCCCn1nnnc1C(c1cccs1)N1CCC2(CC1)C(=O)NCN2c1ccccc1 (stereo not given),3,5,nt,5,4,-11,-6,nt,18,-1,3
CNCC(=O)c1ccc(O)c(O)c1,11,15,nt,-10,-16,-17,-52,nt,-1,-32,-3
CCC(=NCc1cc(OC)cc(OC)c1)c1c(O)[nH]c(=O)[nH]c1=O,19,16,7,-12,3,8,-17,2,9,-12,7

# Random excerpt: 2 records from the list
SMILES,LRH-1 inv ag,TROY signal inh,TLR9-MyD88 block,TWEAK Fn14 block,NCOA1 inh,SRC3 inh,NR2F2 inh,EBV LMP1 NFkB,C8 TRAIL sens,SRC2 inh,NOD2 RIPK2 PPI
COc1ccc(CN2C(=O)NC(=O)/C(=C\c3ccc(OC)c(OC)c3OC)C2=O)cc1,11,-12,-6,-14,-21,7,-7,-4,-7,5,3
CN1CCN(c2ccc(NC(=O)Oc3ccccc3)cc2)CC1,14,3,0,9,8,6,0,2,-5,-2,-14

# (list continues)
SMILES,LRH-1 inv ag,TROY signal inh,TLR9-MyD88 block,TWEAK Fn14 block,NCOA1 inh,SRC3 inh,NR2F2 inh,EBV LMP1 NFkB,C8 TRAIL sens,SRC2 inh,NOD2 RIPK2 PPI
CN1C(=O)/C(=C/c2cccn2-c2ccc3ccccc3c2)C(=O)NC1=S,-31,-2,11,8,-22,-28,8,19,39,-11,4
CCN(C(=O)COC(=O)C(O)(c1ccccc1)c1ccccc1)c1c(N)n(Cc2ccccc2)c(=O)[nH]c1=O,13,-23,-9,-1,6,4,20,2,-20,-17,-11
CCN(CC)CCN/N=C(\C)c1c(O)[nH]c(=O)[nH]c1=O,9,-1,nt,-4,4,12,-20,nt,-4,1,-6
CN1CCC(N2CC3CC(C2)c2cccc(=O)n2C3)CC1 (stereo not given),-6,4,0,-15,-4,7,9,0,-9,7,-1
COc1cc2c(cc1OC)-c1c(OC)c(OC)cc3c1[C@H](C2)[N+](C)(C)CC3,-10,-16,2,15,-25,0,-1,4,8,-2,-3
COC(=O)C1=C(c2cccc(OCc3ccccc3)c2)C[C@@H]2CC[C@H]1N2C(=O)NCc1ccc2[nH]ccc2c1,6,-3,1,33,2,-15,13,-8,-9,-1,5
C=C1C(C)C2C(Cc3ccccc3)NC(=O)C23C(OC(C)=O)C=CC(C)(O)CC(C)CC=CC3C1O (stereo not given),15,-32,-1,-140,-35,13,-27,-47,6,3,-19
CCCCC1(CCC)C(=O)NC(=S)NC1=O,19,-10,-6,-7,-7,-8,-11,0,-14,6,-14
O=c1nc(/C=C/c2ccc(Cl)cc2Cl)cc(C(F)(F)F)[nH]1,-10,37,-1,36,16,8,12,-7,2,6,-1
COc1ccc(N2C(=O)/C(=C/c3ccc(OC)c(OC)c3)C(=O)NC2=S)cc1,-1,-1,4,-20,1,-13,11,-17,18,8,4
O=S(=O)(c1ccccc1)N1CCCCC1c1cccnc1 (stereo not given),-41,-8,-3,14,-1,15,11,-11,-18,5,-11
O=C(N/N=C/c1c(O)n(C2CCCCC2)c(=S)[nH]c1=O)c1ccccc1O,-14,-21,3,-61,-26,-11,5,42*,0,-11,0
CC(=Nc1ccc2c(c1)CCC2)c1c(O)n(C2CCCCC2)c(=O)[nH]c1=O,-8,-8,3,-7,-59,-2,1,-7,13,8,-8
Cc1ccc(-n2c(O)c(C=N)c(=O)n(-c3ccc(C)cc3)c2=O)cc1,13,14,-5,10,-11,-3,2,4,8,-30,14
Oc1ccc(/C=N/NP(=S)(c2ccccc2)c2ccccc2)cc1O,-13,-78,-4,-9,-20,-4,-9,-14,-7,-2,3
COc1ccc(N=Cc2c(O)n(C)c(=O)[nH]c2=O)cc1,13,-24,3,-46,2,5,2,-15,-3,15,6
COc1cc(OC)cc(C2(C#N)CCN(C)CC2)c1,-9,-7,-4,-2,-10,17,15,-2,-1,-1,-12
CCN1C(=O)C(=Cc2ccc(C)s2)C(=O)N(CC)C1=S,-73,-34,7,-27,-135,-69,-20,-15,-10,-31,-3
CCC(=NCCC1=CCCCC1)c1c(O)[nH]c(=O)[nH]c1=O,-8,12,-3,-26,-3,-17,-8,-3,14,9,-5
COC(=O)C1=C(c2ccc(S(C)(=O)=O)cc2)C[C@@H]2CC[C@H]1N2C(=O)N1CCOCC1,-1,-2,4,-1,-18,18,0,2,-6,-21,7
O=P(N1CC1)(N1CC1)N1CCc2ccccc21,12,0,0,32,-4,-1,7,-3,4,9,-10
O=C(Nc1ccc(Cl)cc1C(=O)c1ccccc1)c1ccccc1,10,10,1,-2,-6,1,5,-5,-2,-33,5
NCC1(c2ccc3c(c2)OCCO3)CCCC1,-16,8,-1,0,-3,18,5,-2,-3,-2,-9
CN(C)Cc1c[nH]c2cc([N+](=O)[O-])ccc12,13,-15,13,9,1,3,10,-1,-4,4,0
COC(=O)C1=C(c2ccc(F)cc2F)C[C@@H]2CC[C@H]1N2C(=O)NCCOc1ccccc1,-7,-4,7,15,-2,-1,4,-3,4,-29,3
COc1ccc(CCNC2CCCCCC2)cc1,-15,4,-1,9,-1,2,0,1,-21,-12,5
CCCNC(=O)N1[C@H]2CC[C@@H]1C(C(=O)OC)=C(c1ccc(OC)c(OC)c1)C2,-3,-13,-6,-8,-1,-8,7,0,12,3,0
O=C(CN1C2CCC1CC(O)(c1cccnc1)C2)Nc1ccc2c(c1)OCO2 (stereo not given),6,12,-3,-9,9,11,-13,-12,-9,-5,-9
Cc1ccc(/C=C2/C(=O)NC(=O)N(CCc3ccc(F)cc3)C2=O)s1,-4,-14,-7,-45,-35,7,9,3,-17,-15,-3
COc1cccc(O)c1CN1CCCC(C(=O)c2sccc2C)C1 (stereo not given),8,-3,-18,-10,-4,7,7,19,6,12,0
CC(C)OP(=O)(OC(C)C)C(O)c1ccccc1F (stereo not given),-7,-5,2,1,1,5,2,0,-8,3,-5
COc1cc(/C=N/NP(=S)(c2ccccc2)c2ccccc2)ccc1O,25,-27,-1,-6,-7,23,-2,7,-1,-26,-8
CN1CCN(c2ncc(C=O)s2)CC1,15,6,-4,-7,8,6,-6,-8,-4,2,1
Cc1ccc(O)c(C)c1,10,-4,-21,6,8,0,-14,4,-14,-23,-3
Cc1ccc2c(c1)CC1(CN2C)C(=O)NC(=O)N(c2ccccc2C)C1=O (stereo not given),11,2,5,12,-7,-10,3,-1,3,6,-14
CCCCC(CC)COC(=O)c1ccccc1C(=O)OCC(CC)CCCC (stereo not given),0,-6,-7,-9,5,-3,11,-1,9,7,-7
O=c1[nH]c(=O)n(Cc2ccco2)c(O)c1/C=N/N1CCCCC1,13,-15,7,22,0,0,-5,-1,1,20,1
Cc1cc(=O)oc2cc3c(cc12)CCCN3,-28,-11,-19,-10,-5,-24,-14,3,10,-17,-1
COc1ccc(NC2=NCCCS2)cc1OC,5,19,2,34,16,15,0,1,-15,-6,-5
c1cc(CNCCc2ccc3c(c2)OCO3)ccn1,8,-6,-3,12,11,-8,1,-5,-1,4,-11
O=c1[nH]c(CN2CCNCC2)nc2ccccc12,6,2,-12,37,9,17,-9,-5,-4,-28,3
c1ccc(Nc2ccc(Nc3ccccc3)cc2)cc1,-40,-35,-11,-10,-14,-28,-4,-25,6,-25,-7
C=CCN1CC[C@]23c4c5ccc(O)c4OC2[C@H](O)CC[C@@]3(O)[C@H]1C5 (stereo not given in full),-4,6,-3,-16,-28,6,21,8,-19,16,-3
N#CC1=C(N)Oc2c(c(=O)oc3ccccc23)C1c1ccncc1 (stereo not given),-9,-14,0,-7,6,3,-7,-9,-17,-6,0
O=C1NC(=O)N(c2ccc(Cl)cc2)C(=O)/C1=C\c1ccc(Sc2nc3ccccc3[nH]2)o1,4,3,5,10,-16,13,15,-1,-4,-46,-1
COc1ccccc1C1=NCc2nnc(CSC)n2-c2ccc(Cl)cc21,2,-14,5,13,-7,18,4,3,-13,-9,6

# Not all compounds are listed, so the mix of outcomes need not match the whole.
